BB579 growth dn = growth inhibitors of yeast BB579 in restrictive medium, primary screen, yeast lifespan-shortening project, S. cerevisiae. OD615, 48 h. inhibition, % at 10 µM. actives 0.51% (n = 140,000);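 active = inhibition above a set limit, 3 SD over the mean compound inhibition, cut at about 44% in these data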; note: inactives centre near -24
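Test system: DeaD yeast strain BB579 / Buffer or medium: restrictive glucose-based CSMM-D medium / Doses: single 10 µM dose / Schedule: 4 h cell preincubation, 48 h compound exposure, 30 °C humidified / Technique: culture absorbance at 615 nm / Controls: amphotericin B positive control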
MRP-1 activ = H69AR viability gain despite doxorubicin, primary screen, MRP-1 activator project, H69AR cells, CellTiter-Glo. AID 799, 2007. viability rescue. viability increase, % at 10 µM. actives 0.61% (n = 140,000);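 active = viability gain under doxorubicin at or above a set limit, the compound median plus 3 SD, cut at about 4.7% in these data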;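 note: MRP-1 overexpressing cells given doxorubicin 25 µM after compound pretreatment; 18-22 h compound pretreatment then 72 h with doxorubicin before readout; 0% = doxorubicin-only wells and 100% = vehicle-treated cells without doxorubicin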
Yeast lifespan up = compounds extending yeast replicative lifespan, primary screen, S. cerevisiae, OD615 | actives 0.68% (n = 130,000) | inhibition of the nicotinamide effect, % at 10 µM | S. cerevisiae growth with nicotinamide; deaD strain in restrictive glucose medium | AID 775, 2007;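 active = inhibition above a set limit, placed 3 SD over the median of all compounds, cut at about 26% in these data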;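 note: 0% = nicotinamide-treated wells and 100% = cells grown without nicotinamide; some compounds called inactive have numbers as strong as hits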
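Assay system: engineered S. cerevisiae DeaD replicative-lifespan strain, galactose-grown log-phase cells; Buffer or medium: CSMM-D glucose medium, restrictive; Probe or stimulus: nicotinamide 1.5 mM; Compound: single dose 10 µM compound, 0.25% DMSO; Schedule: 4 h preincubation then 48 h treatment at 30 °C; Technique: OD615 measurement.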
E-sel TNF inh = E-selectin induction blockers in HUVEC – imaging, immunofluorescence, high content, primary screen; actives 0.71% (n = 120,000); AID 1246, 2008; inhibition, % at 2 µM; HUVEC TNFa-induced E-selectin immunofluorescence;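 active = inhibition above the batch mean plus 3 SD, and confirmed as a hit on visual image review, cut at about 43% in these data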;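 note: 0% = TNF-stimulated DMSO wells and 100% = unstimulated control wells; not every result past the cut was called active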
HCT116 bCat-KO = primary screen for growth suppressors in beta-catenin knockout HCT116 cells (colon tumor, human). HCT116 beta-catenin knockout viability, CellTiter-Glo, 60 h; stronger effect = lower value. viability, % at 10 µM. actives 1.5% (n = 140,000). AID 818, 2007;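 active = viability at or under a set limit, the compound median less 4 SD, cut at about 6% in these data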;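 note: 0% = Hyamine 1622 control at 20 µM and 100% = untreated cell control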
Measles CPE = compounds protecting cells from measles virus cytopathic effect, primary screen, measles RdRp inhibitor project, single point, MLSMR library, absorbance | Measles virus-infected cells, CPE protection | protection (pct of control), % at 4 µM | actives 1.5% (n = 140,000) | AID 841, 2007; in the data active = protection mostly above about 24%, no sharp cut-off; inactive = mostly below about 26%; note: some compounds called inactive have numbers as strong as hits
Phagocytosis inh = inhibitors of macrophage phagocytosis, primary screen, imaging, J774A.1 cells, IgG beads. actives 0.07% (n = 110,000). inhibition, % at 5 µM. J774A.1 macrophage IgG-bead phagocytosis;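 active = inhibition above the mean of the plate negative controls plus 5 SD, cut at about 13% in these data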;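 note: phagocytic index as fraction of beads internalized from green versus red external bead signal; plate controls were DMSO negative control for no effect and cytochalasin-D positive control for full effect; some results beyond the cut were filed as inactive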
GALR2 antag = GALR2 antagonists in receptor-expressing cells, primary screen | Galanin receptor type 2 (Homo sapiens), O43603 | antagonist mode | inhibition, % at 4 µM | actives 0.39% (n = 140,000) | AID 828, 2007; in the data active = inhibition above about 27%;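 note: cells stimulated with galanin 1-16 at roughly its EC80; 0% = agonist challenge control and 100% = basal control without agonist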
Target sequence (O43603 whole entry, looked up): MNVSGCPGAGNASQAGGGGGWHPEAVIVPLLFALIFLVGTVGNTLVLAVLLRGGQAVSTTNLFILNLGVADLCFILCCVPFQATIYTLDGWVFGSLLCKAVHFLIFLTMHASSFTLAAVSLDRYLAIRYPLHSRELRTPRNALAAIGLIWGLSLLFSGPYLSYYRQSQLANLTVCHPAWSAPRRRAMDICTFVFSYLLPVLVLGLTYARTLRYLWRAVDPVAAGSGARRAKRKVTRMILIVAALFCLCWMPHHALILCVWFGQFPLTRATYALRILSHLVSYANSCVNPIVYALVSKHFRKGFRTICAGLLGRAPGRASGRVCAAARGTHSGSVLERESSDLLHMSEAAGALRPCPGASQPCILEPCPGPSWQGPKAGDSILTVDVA
HCT116 PTEN-null = growth suppression of PTEN-null HCT116, primary screen, cell-based, CellTiter-Glo | actives 1.2% (n = 140,000) | HCT116 PTEN-null viability, 60 h; stronger effect = lower value | AID 827, 2007 | viability, % at 10 µM;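 active = viability at or below a set limit, 4 SD under the median of all tested compounds, cut at about 3.7% in these data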;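 note: PTEN knockout HCT116 line with beta catenin targeted HCT116 as companion control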
NPY-Y2 antag = NPY-Y2 receptor antagonists, primary screen, cell-based; actives 0.99% (n = 140,000); inhibition, % at 2.7 µM; NPY-Y2 expressing cells, antagonist mode; Neuropeptide Y receptor type 2 (Homo sapiens), P49146; AID 793, 2007; in the data active = inhibition above about 17%;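 note: 0% = vehicle with agonist challenge and 100% = reference antagonist with challenge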
Target sequence (P49146 whole entry, looked up): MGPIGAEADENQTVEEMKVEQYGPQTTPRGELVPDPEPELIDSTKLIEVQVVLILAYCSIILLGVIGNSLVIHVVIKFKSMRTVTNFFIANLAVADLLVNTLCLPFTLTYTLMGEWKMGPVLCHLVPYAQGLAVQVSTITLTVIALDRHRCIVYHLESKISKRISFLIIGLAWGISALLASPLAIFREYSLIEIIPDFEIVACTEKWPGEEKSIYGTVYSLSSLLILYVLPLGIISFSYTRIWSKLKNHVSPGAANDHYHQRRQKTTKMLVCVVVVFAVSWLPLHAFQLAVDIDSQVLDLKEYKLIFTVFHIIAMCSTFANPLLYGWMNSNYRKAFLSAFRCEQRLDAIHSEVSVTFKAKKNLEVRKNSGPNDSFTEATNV
* hit, by the source's call; . = not tested or not shown.

mol	BB579 growth dn	MRP-1 activ	Yeast lifespan up	E-sel TNF inh	HCT116 bCat-KO	Measles CPE	Phagocytosis inh	GALR2 antag	HCT116 PTEN-null	NPY-Y2 antag
CCC(=O)N1CCc2cc(S(=O)(=O)NCCC(=O)Nc3ccccc3C)ccc21	-43	-1.5	-1	.	91	4	0	0	104	3
COCC(=O)NC1CCN(C(=O)NCc2ccccc2)CC1	-27	0.2	-3	8	84	1	-1	-13	92	2
CCCc1ncc(C(O)c2ccc(OC)cc2)n1C (configuration not stated)	-34	1.5	-7	-12	104	2	0	15	99	0
O=C(CSc1nc2c([nH]c3ccccc32)c(=O)n1-c1cccc(Cl)c1)N1CCOCC1	-48	-3.8	-4	.	92	7	.	3	88	9
CN(C)S(=O)(=O)c1ccc(C(=O)N2CCCC2c2nc3ccccc3s2)cc1 (configuration not stated)	-17	-2.9	-9	2	91	11	.	4	100	4
C/C(CC(=O)Nc1ccccn1)=N\NC(=O)C(=O)Nc1ccccc1C	-4	3.2	-8	-34	102	0	-3	-1	101	12
Cc1cccc(NC(=O)CSc2nc(N)cc(N)n2)c1	-43	-2.9	.	0	101	13	.	3	91	0
O=C(NNc1cc(N2CCOCC2)nc(N2CCOCC2)n1)c1ccc(Cl)cc1Cl	-17	-1.4	3	.	88	13	-8	-6	54	2
Cc1cc(Nc2ncc(Cl)cc2Cl)n(-c2ccccc2C)n1	-34	-3.5	-1	-6	66	9	9	-10	68	20*
O=C(NC1CCCCC1)c1ccc(S(=O)(=O)NCc2ccco2)cc1	-4	-3.5	-4	11	89	25	-1	-5	87	1
Cc1cccc2[nH]c(-c3ccc(NC(=O)c4ccco4)cc3)nc12	-16	-4.5	-17	.	88	7	0	20	92	1
O=C(Nc1ccc(F)cc1Cl)c1ccc2c(=O)n3c(nc2c1)CCCCC3	-4	1.2	-10	-12	97	6	.	11	96	-1
Cn1c(=O)n(-c2cccc(Cl)c2)c(=O)n1C	-35	-1.8	-14	-15	86	18	1	-1	91	3
Cc1noc(/C=C/c2ccco2)c1S(=O)(=O)N1CCC(C(=O)N2CCc3ccccc3C2)CC1	-32	-5.4	-6	.	15	6	-5	-4	44	1
C=CCOc1cccc(C2/C(=C(/O)c3ccc(Cl)cc3)C(=O)C(=O)N2CCN2CCOCC2)c1 (configuration not stated)	-25	-0.3	-11	7	93	4	-5	-2	97	6
COc1ccc2cc3c(N)c(C(=O)NCc4ccco4)sc3nc2c1	-12	-3.0	-27	-20	67	6	0	-1	82	0
COc1cc(NC(=O)CS(=O)(=O)c2ccc(C)cc2)cc(OC)c1OC	-5	-2.3	-7	0	85	15	2	0	95	3
O=[N+]([O-])c1cccc(/C=N/Nc2nc(N3CCOCC3)nc(N3CCOCC3)n2)c1	-22	-1.8	-1	.	102	31	-2	-5	102	1
CCN1CCN(Cc2ccc(NC(=O)Nc3ccc(OC)cc3)cc2)CC1	2	-1.2	-8	29	102	12	0	10	97	4
Cc1ccc(SCCNC(=O)CN2C(=O)c3ccccc3S2(=O)=O)cc1	-56	-0.6	-2	.	99	14	-1	1	107	2
CC(C)(C)NCc1cc2ccccc2[nH]c1=O	-29	-0.8	2	-3	96	15	1	3	96	3
S=C(Nc1ccccc1Cl)NC1CCN(Cc2ccccc2)CC1	-34	-5.2	1	.	51	.	-9	12	58	2
Cc1nc2cc(C(=O)NCCN3CCOCC3)ccc2n1-c1ccc(F)cc1F	-68	-0.6	-6	-23	102	10	0	6	111	-1
CN(C)N=C1c2cc(S(=O)(=O)N3CCOCC3)ccc2-c2ccc(S(=O)(=O)N3CCOCC3)cc21	-39	-2.8	4	-17	84	5	-3	-2	83	-1
O=c1cc(CO)oc(C(Nc2cccc([N+](=O)[O-])c2)c2ccccn2)c1O (configuration not stated)	-14	-2.4	-2	7	87	16	.	3	89	0
O=C(Nc1nc(COc2ccccc2)cs1)c1ccccc1F	-22	5.3*	-2	.	79	9	-2	1	81	11
CCCC(=O)NC(C)C(c1cccs1)N1CCN(C)CC1 (configuration not stated)	-15	1.3	-4	.	95	12	0	1	101	3
O=C(NC1CCCCC1)N(CCO)Cc1cc2cc3c(cc2[nH]c1=O)OCCO3	18	-0.4	-17	1	100	3	0	5	91	3
O=C(NCCN1CCOCC1)c1cn(CCc2ccccc2)nn1	-38	-0.5	-4	-85	98	6	0	-5	108	-1
c1ccc(-c2ccc(OCCOCCn3cncn3)cc2)cc1	-50	0.0	-18	22	72	26	.	-6	77	4
Cc1cc(C(=O)Nc2ccc3c(c2)OCCO3)co1	0	-2.6	-5	15	93	20	3	6	94	1
N#Cc1cc2c(nc1SCC(=O)Nc1sc3c(c1C#N)CCC3)CCCC2	-10	-5.2	-6	.	97	29	.	9	93	-1
CCOC(=O)c1cccc(NC(=O)c2cnc3ccccc3n2)c1	-43	-1.2	-10	-16	98	24	0	9	102	1
CCCCn1c(SCC(=O)Nc2cc(C(F)(F)F)cc(C(F)(F)F)c2)nnc1C(CC)N(C)C (configuration not stated)	-43	-4.5	5	3	26	8	.	-20	25	2
CCOc1cccc2sc(Nc3nc4ccc(NC(C)=O)cc4s3)nc12	-33	-2.1	2	.	10	11	-5	6	8	-1
Cc1cccc(NC(=O)CCSc2nc(C)cc(C)n2)c1	-7	1.4	-17	76*	107	6	-3	2	105	1
O=C(O)c1ccc2[nH]c3c(c2c1)CSCC3	-15	0.3	-14	-41	67	18	0	-14	63	-3
COc1cccc(-c2nn(C)c3sc(C(=O)NCc4ccc(C)o4)cc23)c1	-48	-5.2	-26	-33	66	19	2	24	58	1
Cc1nonc1NC(=O)CSc1nnc(-c2ccoc2C)n1CC(C)C	7	-1.7	-8	7	103	20	2	-1	93	0
O=C1CN=C(Nc2cccc(C(F)(F)F)c2)N1C1CCCC1	-49	-0.3	-10	-16	90	30	2	2	85	5
Cc1ccc(NC(=O)O/N=C2\CCCCC2c2ccc([N+](=O)[O-])cc2[N+](=O)[O-])cc1 (configuration not stated)	-40	-1.8	-2	-9	76	6	.	4	77	0
CCNC(=S)NCc1ccc2[nH]c(C)cc2c1	-11	-1.6	-2	26	82	15	.	1	94	-2
CCCn1c(SCN2C(=O)c3ccccc3C2=O)nc2cc(Cl)ccc2c1=O	-22	-1.0	-4	4	90	4	-17	-1	83	6
COc1ccc(N2C(=O)CCC(C(=O)NCc3ccccn3)C2c2ccc(F)cc2)cc1 (configuration not stated)	-23	-3.0	-6	-1	92	4	0	1	101	2
CCNC(=S)NNC(=O)CCn1c2ccccc2c2ccccc21	-31	-3.1	-12	-46	108	10	-6	-4	79	0
COC(=O)c1ccc(NC(=O)c2cccc(Cl)c2)o1	-19	3.0	-12	19	101	6	.	5	91	2
O=C(NCc1nnc(SCC(=O)N2CCCC2)o1)c1c(F)cccc1Cl	-41	-0.4	-15	-5	87	3	.	-2	100	-1
O=C1CCCC/C1=C\Nc1ccccc1C(=O)O	-6	-3.3	-21	.	101	3	-1	8	94	0
O=C(Nc1c(C(=O)Nc2cccc3ccccc23)cnn1-c1ccccc1)c1ccco1	-22	-3.0	.	-19	81	7	.	-8	84	0
O=S(=O)(c1ccc2c(c1)OCCO2)N1CCN(c2nc3ccccc3s2)CC1	-23	-3.1	0	.	61	8	-1	-2	76	2

New compounds follow:
mol	BB579 growth dn	MRP-1 activ	Yeast lifespan up	E-sel TNF inh	HCT116 bCat-KO	Measles CPE	Phagocytosis inh	GALR2 antag	HCT116 PTEN-null	NPY-Y2 antag
Cc1cccc(C)c1NC(=O)CN(C)CC(=O)Nc1ccccc1Br	-21	-2.1	8	.	93	7	.	-3	93	1
CCn1c(=N)n(CC(O)c2ccccc2)c2ccccc21 (configuration not stated)	-3	-3.1	-4	19	81	4	1	-11	84	3
COc1ccc(N2C(=O)CC(NC3CCCCNC3=O)C2=O)cc1 (configuration not stated)	-25	-1.5	.	-5	93	8	.	1	93	2
CN(C)CC1CCCCC1C1(O)c2ccccc2CSc2sccc21 (configuration not stated)	-16	-7.8	.	9	61	9	.	3	54	9
COc1cc(/C=N/NC(N)=S)ccc1OCC(=O)N1CCOCC1	-3	1.1	-1	13	94	6	-8	-9	97	1
CCn1c(SCC(=O)Nc2cc(NC(C)=O)ccc2OC)nnc1-c1ccncc1	-1	0.4	-2	-20	102	13	-1	8	106	1
CC12CCC(c3c(C(=O)O)nn(-c4ccccc4)c31)C2(C)C (configuration not stated)	-28	-3.8	5	-1	93	7	0	6	103	2
CCOC(=O)C1=C(C)NC2=C(C(=O)C(C(=O)OCC)C(c3ccc(OC)cc3)C2)C1c1ccccn1 (configuration not stated)	-57	-2.4	7	-40	96	30	-1	-5	97	-2
COc1cccc(Nc2nnc(SCC(=O)N3CCOCC3)s2)c1	-34	-2.1	-8	.	70	5	2	-2	67	5
CC1CCCCN1C/C=C/c1ccccc1[N+](=O)[O-] (configuration not stated)	-6	-1.5	1	-14	95	3	0	9	102	0
Cc1cccc2nc(CSc3nc4[nH]ncc4c(=O)n3-c3ccccc3Cl)cc(=O)n12	-41	-3.1	5	-10	65	2	-1	13	60	3
CO/N=C/c1ccc(Sc2ccc(C)cc2)c([N+](=O)[O-])c1	-38	0.1	-2	-5	86	12	-2	-2	112	0
COCCn1c(SCC(=O)c2c[nH]c3ccccc23)nnc1-c1ccncc1	-12	-2.4	-3	.	89	13	1	4	102	1
COCCCN1C(=O)C(O)=C(C(=O)c2ccc(C)o2)C1c1cccc(Br)c1 (configuration not stated)	-60	-1.2	-5	15	100	2	0	-6	110	0
CCNc1nc(NC(C)(C)C)nc(N2CCCC2)n1	-21	-6.3	.	-27	31	5	.	13	21	11
CCN(C(=O)c1cccnc1)c1ccccc1	-25	-1.3	-15	-14	97	14	-1	-8	101	-2
COC(=O)c1ccc(NC(=O)C2CC2)o1	-8	-2.4	-5	10	92	2	-1	-3	103	2
CN(C)CCCN=Cc1c(O)n(Cc2ccccc2)c(=O)c2ccccc12	-32	-5.5	-6	17	86	16	0	-5	88	5
CSc1cccc(NC(=O)CSc2ccc(Cl)cc2)c1	-60	-1.4	-14	-9	100	28	.	-6	102	4

High-throughput results (PubChem BioAssay)
